Source: PubChem (several laboratories)
HRas wt GTP: changes GTP binding to wildtype human HRas; AID 759; GST-Ras wt beads, Bodipy-FL-GTP binding, flow cytometry; actives lie on both sides; GTP binding activity, % at 10 µM; 190,000 tested, 0.14% active;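 active = GTP binding activity at least 20% away from the 100% baseline, either lowered as inhibitor or raised as activator; inconclusive = flagged as likely green fluorescent, judged across all proteins in the well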;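 note: 0% = unlabeled GTP competition control and 100% = no-compound control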
Target sequence (P01112 whole entry, looked up): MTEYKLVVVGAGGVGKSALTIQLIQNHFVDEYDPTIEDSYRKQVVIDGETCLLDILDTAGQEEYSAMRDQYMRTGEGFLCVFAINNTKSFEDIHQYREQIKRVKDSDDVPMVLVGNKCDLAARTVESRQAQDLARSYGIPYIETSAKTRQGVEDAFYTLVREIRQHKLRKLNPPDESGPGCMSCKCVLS
Rac1 wt GTP bind: alters GTP binding to wildtype human Rac1; GST-Rac1 beads, fluorescent GTP binding, flow cytometry; actives lie on both sides; 0 = cold GTP competed, 100 = untreated; AID 757; 190,000 tested, 0.27% active; P63000; GTP binding activity (% of control), % at 10 µM;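 active = GTP binding activity at least 20 points away from the 100% control level, either lower or higher; inconclusive = compound flagged as likely green fluorescent, judged across all proteins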
Rab2 wt GTP: changes GTP binding to wildtype dog Rab2A, up or down; 190,000 tested, 0.19% active; AID 760; GST-Rab2 wt beads, Bodipy-GTP binding, flow cytometry; P61105; GTP binding activity, % at 10 µM;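 active = GTP binding activity at least 20 points away from 100%, either lowered or raised; inconclusive = signal likely due to the compound's own green fluorescence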;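 note: 0% = beads with excess unlabeled GTP and 100% = no-compound control corrected for plate trend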
ABCB1 inh: inhibitors of human ABCB1 transporter, ABCG2 counter-screen. CCRF-Adr cells, JC-1 efflux, flow cytometry. inhibition, % at 6.6 µM. 190,000 tested, 0.067% active. AID 1326; in the data active = inhibition above about 40%;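 note: 0% = vehicle and 100% = reference inhibitor; higher value means more JC-1 retained so stronger ABCB1 efflux block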
Pf gametocyte: inhibitors of late stage P. falciparum gametocyte viability | P. falciparum stage V gametocytes, ATP luminescence, 24 h | inhibition, % at 10.9 µM | 150,000 tested, 0.065% active | AID 743093;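 active = inhibition above the mean plus 3 SD of compounds within the control limits, set per campaign, cut at about 38% in these data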;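 note: 0% = DMSO wells and 100% = medium only without gametocytes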
Rac1 mut GTP: alters GTP binding to activated mutant human Rac1. P63000. GST-Rac1 activated beads, fluorescent GTP binding, flow cytometry; actives lie on both sides; 100% means binding = to untreated wells. percent activity (GTP binding), % at 10 µM. 190,000 tested, 0.11% active. AID 764;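 active = GTP binding at least 20 percentage points away from the 100% baseline, in either direction, so actives lie on both sides; inconclusive = Compound likely fluorescent itself, or too few beads counted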
Avidin fluor: compound fluoresces at 488/530 nm on avidin beads; compound fluorescence 488/530 nm, flow cytometry; stronger effect = higher value; 220,000 tested, 0.38% active; fluorescence (KMESF) at 10 µM; in the data active = fluorescence above about 47; note: inactives centre near 10
Cdc42 wt GTP: human Cdc42 wildtype GTP binding change, either direction. GST-Cdc42 beads, Bodipy-GTP binding, flow cytometry; actives lie on both sides. percent activity (GTP binding), % at 10 µM. 190,000 tested, 0.2% active;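 active = percent activity GTP binding at least 20 points away from the 100% baseline, either down as inhibitor or up as activator; inconclusive = compound flagged as likely green fluorescent from well-wide comparison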;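 note: median bead fluorescence of bound Bodipy-FL-GTP at 100 nM; 0% = excess unlabeled GTP control and 100% = no compound control; below 100% means less GTP binding so inhibitor and above means activator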
Target sequence (P60953 whole entry, looked up): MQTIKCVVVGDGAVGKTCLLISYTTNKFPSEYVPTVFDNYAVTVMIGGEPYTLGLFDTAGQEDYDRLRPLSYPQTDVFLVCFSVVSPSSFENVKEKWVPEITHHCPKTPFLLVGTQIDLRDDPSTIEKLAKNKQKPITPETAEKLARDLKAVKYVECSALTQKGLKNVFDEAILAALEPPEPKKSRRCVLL
GSH bead fluor: GSH bead compound fluorescence profile; GSH beads flow cytometry, compound fluorescence 488/530 nm; stronger effect = higher value; fluorescence (KMESF) at 10 µM; AID 1776; 190,000 tested, 0.25% active; in the data active = fluorescence above about 89;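 note: glutathione beads carrying GST-tagged Bcl family fusion proteins plus one bare bead set; values are compound well signal with DMSO vehicle wells as background; inactives centre near 16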
ABCG2 inh: inhibitors of human ABCG2 transporter, ABCB1 counter-screen. inhibition, % at 6.6 µM. 190,000 tested, 0.1% active. AID 1325. IgMXP3 cells, JC-1 efflux, flow cytometry. Q9UNQ0;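 active = inhibition above 80%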;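 note: 0% = DMSO and 100% = nicardipine control wells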
Target sequence (Q9UNQ0 whole entry, looked up): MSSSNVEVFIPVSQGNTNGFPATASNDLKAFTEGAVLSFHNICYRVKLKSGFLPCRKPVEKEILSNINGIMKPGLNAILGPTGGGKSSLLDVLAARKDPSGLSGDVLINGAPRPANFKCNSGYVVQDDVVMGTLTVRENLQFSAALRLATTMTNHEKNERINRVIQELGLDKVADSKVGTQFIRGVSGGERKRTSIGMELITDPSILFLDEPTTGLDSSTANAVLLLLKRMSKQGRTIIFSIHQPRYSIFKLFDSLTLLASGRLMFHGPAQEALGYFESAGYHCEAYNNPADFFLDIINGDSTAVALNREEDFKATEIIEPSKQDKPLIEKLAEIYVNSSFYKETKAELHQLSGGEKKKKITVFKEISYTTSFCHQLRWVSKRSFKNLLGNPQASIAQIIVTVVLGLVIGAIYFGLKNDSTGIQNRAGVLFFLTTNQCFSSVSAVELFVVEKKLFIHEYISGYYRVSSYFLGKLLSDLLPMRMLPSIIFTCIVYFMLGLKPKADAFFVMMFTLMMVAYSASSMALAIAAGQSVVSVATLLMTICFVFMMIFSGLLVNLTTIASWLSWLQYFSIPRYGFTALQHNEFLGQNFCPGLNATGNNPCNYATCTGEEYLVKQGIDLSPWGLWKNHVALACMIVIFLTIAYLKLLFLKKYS
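Test system: IgMXP3 cells (ABCG2) mixed with DDAO far-red-labelled CCRF-Adr cells (ABCB1). Reagent: JC-1 transporter substrate. Compound dosing: single test compound dose, 6.6 µM final. Times: 10 min compound exposure, 25 °C. Detection: flow cytometry of retained JC-1 fluorescence. Read-out basis: efflux inhibition in percent versus controls. Controls: nicardipine and DMSO wells.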
Rab7 wt GTP bind: alters GTP binding to wildtype dog Rab7. GST-Rab7 beads, fluorescent GTP binding, flow cytometry; actives lie on both sides; untreated = 100%, excess cold GTP = 0%. GTP binding activity (percent of control), % at 10 µM. 190,000 tested, 0.055% active. AID 758;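 active = fluorescent GTP binding to Rab7 beads changed by at least 20 points from the 100% baseline, either direction, mostly lower; inconclusive = compound itself probably fluorescent, or too few beads counted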;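 note: median green fluorescence of bound Bodipy-FL-GTP per Rab7 bead population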
Active calls of the source: *; ? = inconclusive; / = not tested or not shown; & = joins results of further samples.

(1) Cc1oc(C(C)(C)C)cc1C(=O)Nc1cccc(C(=O)O)c1
(2) C=CCNC(=S)Nc1nc2c(cc1C(=O)OCC)CCCC2
(3) O=C(c1ccccc1F)N1CCC(N2CCCCCC2)CC1
(4) Cc1nc2ccccc2cc1C(=O)N/N=C/c1cccc([N+](=O)[O-])c1
(5) CC(=O)N1CCN(c2ccc(NC(=S)NC(=O)c3ccccc3)cc2)CC1
(6) COc1cccc(/C=N/NC(=O)c2cc3cc([N+](=O)[O-])ccc3s2)c1O
(7) CCNC(=S)N1CCc2cc(OC)c(OC)cc2C1COc1ccc(F)cc1 (stereo not given)
(8) O=C(CN1CCN(Cc2ccccc2)CC1)Nc1ccccc1-c1ccccc1
(9) O=C(Oc1ccc(Cl)cc1)c1ccc2nccnc2c1
(10) COc1cc(S(=O)(=O)NCCOC23CC4CC(CC(C4)C2)C3)c(OC)cc1Cl
screen / no.	1	2	3	4	5	6	7	8	9	10
HRas wt GTP	100	105	97	97	100	96	98	97	104	101
Rac1 wt GTP bind	105	108	100	103	108	98	96	99	100	106
Rab2 wt GTP	97	103	94	98	96	98	98	97	107	99
ABCB1 inh	0.0	0.3	0.1	-0.4	0.5	-1.8	0.4	0.6	0.5	1.0
Pf gametocyte	23	/	-10	/	/	5	-11	/	/	2
Rac1 mut GTP	97	101	95	100	102	99	95	97	100	100
Avidin fluor	6	12	6	5	15	9	26	11	15	6
Cdc42 wt GTP	99	106	95	103	104	97	94	99	103	102
GSH bead fluor	41	6	17	8	11	8	29	14	20	19
ABCG2 inh	1	3	0	2	2	-3	2	0	3	-2
Rab7 wt GTP bind	99	104	97	92	97	95	104	97	98	98

Look-ups from the list:
Under Cdc42 wt GTP, CC(=O)N1CCN(c2ccc(NC(=S)NC(=O)c3ccccc3)cc2)CC1 is listed with 104
Under Rab2 wt GTP, C=CCNC(=S)Nc1nc2c(cc1C(=O)OCC)CCCC2 is listed with 103
Under GSH bead fluor, O=C(Oc1ccc(Cl)cc1)c1ccc2nccnc2c1 is listed with 20

Carrying on.
(11) CSc1nc2cc(Cl)ccc2s1
(12) O=C(Nc1ccc2c(c1)OCO2)c1ccc2nc[nH]c2c1
(13) CC(=O)C1=C(O)C(=O)N(c2ccc(Br)cn2)C1c1ccc(F)cc1 (stereo not given)
(14) COc1cc(C)c(Cl)c(C)c1S(=O)(=O)NC1CC(C)(C)NC(C)(C)C1
(15) CC(/C=N/n1c(-c2ccc(Cl)cc2)n[nH]c1=S)=C\c1ccco1
(16) O=C(O)c1ccc(Cl)c(S(=O)(=O)NCC2CCCO2)c1 (stereo not given)
(17) CC1CC(C)(C)NC(=S)N1CCCC(=O)Nc1ccc(Br)cc1 (stereo not given)
(18) CCOc1ccc(/C=N/NC(=O)Nc2ccccc2)cc1
(19) CCOC(=O)N1CCN(CCC(=O)Nc2cccc(Br)c2)CC1
(20) O=c1c2c3c(sc2n(CCN2CCOCC2)c(=O)n1Cc1ccco1)CCCCC3
screen / no.	11	12	13	14	15	16	17	18	19	20
HRas wt GTP	102	100	88	95	100	96	96	93	94&101	?
Rac1 wt GTP bind	104	103	87	97	104	105	99	97	94&102	?
Rab2 wt GTP	102	100	88	96	100	97	98	93	95&99	?
ABCB1 inh	-0.5	-0.1	0.6	0.3	-1.1	1.9	2.1	-0.1	-2.1&2.1	6.5
Pf gametocyte	/	-3	0	4	-8	5	-5	/	-5&-37	/
Rac1 mut GTP	99	100	85	94	96	100	96	95	94&101	?
Avidin fluor	8	4	9	7	10	7	9	8	7&13	14
Cdc42 wt GTP	102	104	85	97	104	98	99	93	96&103	?
GSH bead fluor	24	33	15	15	18	43	16	10	32&12	28
ABCG2 inh	-1	0	6	0	-7	1	25	3	-3&24	30
Rab7 wt GTP bind	105	100	92	97	101	97	98	96	93&99	?

(21) COc1cc(NC(=O)CN2CCN(c3ccccc3F)CC2)cc(OC)c1
(22) Cc1nc2c3cc(Cl)ccc3n(CCN3CCCCC3)c2s1
(23) COc1ccc(C(=O)NCC(=O)OCC(=O)N2CCN(S(=O)(=O)c3ccccc3)CC2)cc1
(24) Cc1cccc(NC(=S)NCc2ccco2)c1C
(25) CCOC(=O)c1ccc(NC(=O)COC)cc1
(26) O=[N+]([O-])c1cc(S(=O)(=O)Nc2cccc(Cl)c2)ccc1N=Nc1c(O)[nH]c2ccccc12
(27) CCCCCCCCc1nnc(NC(=O)c2ccco2)s1
(28) Cc1ccc(C(C)C)c(OCc2nnc3n2CCCCC3)c1
(29) C/C(=N/NC(=O)c1ccccc1)c1ccc(NC(=O)C(F)(F)F)cc1
(30) CCOC(=O)N1CCN(Cc2c(F)cccc2F)CC1
screen / no.	21	22	23	24	25	26	27	28	29	30
HRas wt GTP	102	97	102	103	102	92	99	99	97	97
Rac1 wt GTP bind	105	98	106	104	106	92	101	101	98	98
Rab2 wt GTP	99	96	99	102	103	92	98	100	96	100
ABCB1 inh	4.0	1.6	-0.2	0.2	0.4	-1.0	/	1.3	-0.1	0.3
Pf gametocyte	16	/	4	2	/	/	/	/	-11	/
Rac1 mut GTP	98	96	100	101	103	88	95	100	97	97
Avidin fluor	27	12	2	5	17	10	2	10	9	21
Cdc42 wt GTP	101	99	100	102	106	90	98	100	100	99
GSH bead fluor	26	36	6	10	33	15	15	30	21	23
ABCG2 inh	19	3	-2	2	0	-4	/	4	3	45
Rab7 wt GTP bind	100	98	104	103	100	106	98	101	97	102

(31) CCCNC(=O)c1cc2nc(-c3ccccc3)cc(C(F)(F)F)n2n1
(32) CC(SCC(=O)NC(C)C1CC2CCC1C2)C(=O)O (stereo not given)
(33) CCN1CCCC1CNC(=O)C(NC(=O)C1CCC(C)CC1)C(C)C (stereo not given)
(34) C=CCN(CC=C)C(=O)C1CCC(C(=O)N(CC=C)CC=C)CC1 (stereo not given)
(35) Cc1cc(C)nc(/N=C(\N)N2CCCCC2)n1
(36) O=C1CCCc2nc(N3CCN(c4ccccc4)CC3)ncc21
(37) CN(c1nc2ccccc2n2c(-c3ccco3)nnc12)S(=O)(=O)c1ccccc1
(38) CCN1C2=NCCCN2c2cc(C)c(C)cc21
(39) Cc1ccccc1NC(=O)c1ccc(N/N=C/c2ccccc2O)c([N+](=O)[O-])c1
(40) Cc1cc(C)c(C#N)c(Oc2ccccc2)n1
screen / no.	31	32	33	34	35	36	37	38	39	40
HRas wt GTP	?	100	105	101	98	101	99	98	103	99
Rac1 wt GTP bind	?	104	103	105	99	105	106	98	102	98
Rab2 wt GTP	?	101	107	100	95	101	100	98	105	98
ABCB1 inh	0.6	1.5	0.0	1.6	0.9	0.1	0.1	0.1	0.1	0.4
Pf gametocyte	/	-14	/	-40	14	13	6	9	24	-3
Rac1 mut GTP	?	102	102	100	99	100	99	97	101	97
Avidin fluor	8	2	11	11	11	24	14	15	10	18
Cdc42 wt GTP	?	99	104	103	97	100	102	98	103	97
GSH bead fluor	17	7	24	24	11	55	33	6	23	9
ABCG2 inh	5	2	0	6	9	1	11	1	2	4
Rab7 wt GTP bind	?	100	101	100	97	103	102	98	102	98

(41) CCc1cc2ccccc2nc1SCC(=O)Nc1cc(C)on1
(42) Cc1ccccc1C(=O)Nc1cccc(C(=O)N/N=C/c2cc(Cl)cc([N+](=O)[O-])c2O)c1
(43) CCN(CC)C(=O)c1nn(-c2ccccc2)c2c1C1CCC2(C)C1(C)C (stereo not given)
(44) CCOC(=O)Cc1csc(NS(=O)(=O)c2ccc(F)cc2)n1
(45) CC(NC(=O)CCn1c(=S)[nH]c2ccsc2c1=O)c1ccccc1 (stereo not given)
(46) O=C(/C=C/c1ccc(S(=O)(=O)NCc2ccco2)cc1)NCc1ccccc1Cl
(47) Cn1ncc(Cl)c1C(=O)Nc1cccc(Cl)c1
(48) Nc1c(C(=O)N2CCCC2)sc2nc3c(cc12)CCCCCC3
(49) CC1CCCCN1C(=O)c1ccc(COc2ccc([N+](=O)[O-])cc2)o1 (stereo not given)
(50) CC(C)NC(=O)c1cc2n(n1)C(C(F)(F)F)CC(c1ccco1)N2 (stereo not given)
screen / no.	41	42	43	44	45	46	47	48	49	50
HRas wt GTP	95	80	99	101	93	99	102	94	102	98
Rac1 wt GTP bind	94	81	98	103	94	105	103	93	105	105
Rab2 wt GTP	92	77*	99	98	93	98	102	98	99	100
ABCB1 inh	1.0	0.1	2.8	0.4	0.5	0.9	2.5	0.3	1.9	-0.1
Pf gametocyte	-13	/	-15	-16	16	/	/	14	5	-3
Rac1 mut GTP	92	74*	94	98	95	98	99	93	101	94
Avidin fluor	12	6	10	13	19	13	5	8	7	9
Cdc42 wt GTP	96	76*	95	102	95	102	104	91	99	102
GSH bead fluor	25	16	12	25	64	12	18	20	10	20
ABCG2 inh	7	-1	17	1	3	4	5	1	39	2
Rab7 wt GTP bind	92	90	105	98	96	100	99	104	97	107

(51) O=C(c1cc2c(s1)CCCC2)N1CCN(c2ccccc2)CC1
(52) CC1CC(C)CN(S(=O)(=O)c2ccc(C(=O)NCc3ccc4c(c3)OCO4)cc2)C1 (stereo not given)
(53) Fc1cccc(CSc2nnc3ccc(-c4ccncc4)nn23)c1
(54) CC1CCC/C(=N/NC(=O)c2ccccc2-n2cccc2)C1 (stereo not given)
(55) O=C(CSc1nn(-c2ccc(F)cc2)c(=S)s1)N1CCN(C(=O)c2ccco2)CC1
(56) Cc1ccc(-c2cc(-c3ccccc3)c3c(N)c(S(C)(=O)=O)sc3n2)cc1
(57) CCCCn1c2ccc(F)cc2c2nnc(NN)nc21
(58) CCCCSc1nnc([C@@H](NC(=O)OC(C)(C)C)C(C)C)o1
screen / no.	51	52	53	54	55	56	57	58
HRas wt GTP	101	96	90	97	99	96	100	104
Rac1 wt GTP bind	101	95	90	103	104	97	101	105
Rab2 wt GTP	104	96	91	99	96	92	101	102
ABCB1 inh	0.0	1.2	1.1	0.8	1.7	0.1	0.7	0.8
Pf gametocyte	-6	/	2	-11	/	-5	15	-25
Rac1 mut GTP	98	96	92	100	100	93	98	103
Avidin fluor	5	16	6	0	24	10	11	8
Cdc42 wt GTP	98	97	91	98	104	96	98	104
GSH bead fluor	10	14	19	11	15	33	14	15
ABCG2 inh	0	4	13	17	7	2	3	2
Rab7 wt GTP bind	104	97	94	99	97	94	108	98
